Source: PubChem
Pf growth 96h – Primary qHTS for delayed death inhibitors of the malarial parasite plastid, 96 hour incubation; Potency, µM (highest dose often 28.7 µM), without a hit: at the highest dose activity change, negative = inhibition, hits mostly inhibitors; P. falciparum luciferase reporter growth, 96 h; AID 504834, 2011; 320,000 tested, 6.9% active; further: potency means the concentration at half of the fitted maximal effect; on the % scale 0 is the no-effect control and ±100 the full control effect
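Cell-based qHTS: luciferase-tagged P. falciparum in erythrocytes (2% hematocrit, 0.05% parasitemia final) incubated with compounds for 96 hours, 37 C, 5% CO2; luciferase detection reagent then added and luminescence measured.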
Pf growth 48h – Primary qHTS for delayed death inhibitors of the malarial parasite plastid, 48 hour incubation; Potency, µM (series often up to 28.7 µM), inactives show at the highest dose activity change, negative = inhibition, usual class: inhibitors; AID 504832, 2011; P. falciparum luciferase growth in erythrocytes, 48 h; 310,000 tested, 5.9% active; further: potency means the concentration at half of the fitted maximal effect; on the % scale 0 is the no-effect control and ±100 the full control effect
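Luciferase-expressing parasites in RBCs, 2% Hct / 0.1% parasitemia final; RPMI 1640 + 0.5% Albumax; 37 C, 5% CO2, one generation; luminescence read-out, lower signal = inhibition.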
LmPK inhibitor – qHTS Assay for Inhibitors of Leishmania Mexicana Pyruvate Kinase (LmPK) | Q27686 | purified LmPK, Kinase-Glo ATP luminescence, 1 h | Potency, µM (doses to about 57.5 µM), for inactives: at the top dose activity change, negative = inhibition, actives largely listed as inhibitors | 290,000 tested, 0.37% active | AID 1721, 2009; further: potency means the concentration at half of the fitted maximal effect; on the % scale 0 is the no-effect control and ±100 the full control effect
Target sequence (Q27686 whole entry, looked up): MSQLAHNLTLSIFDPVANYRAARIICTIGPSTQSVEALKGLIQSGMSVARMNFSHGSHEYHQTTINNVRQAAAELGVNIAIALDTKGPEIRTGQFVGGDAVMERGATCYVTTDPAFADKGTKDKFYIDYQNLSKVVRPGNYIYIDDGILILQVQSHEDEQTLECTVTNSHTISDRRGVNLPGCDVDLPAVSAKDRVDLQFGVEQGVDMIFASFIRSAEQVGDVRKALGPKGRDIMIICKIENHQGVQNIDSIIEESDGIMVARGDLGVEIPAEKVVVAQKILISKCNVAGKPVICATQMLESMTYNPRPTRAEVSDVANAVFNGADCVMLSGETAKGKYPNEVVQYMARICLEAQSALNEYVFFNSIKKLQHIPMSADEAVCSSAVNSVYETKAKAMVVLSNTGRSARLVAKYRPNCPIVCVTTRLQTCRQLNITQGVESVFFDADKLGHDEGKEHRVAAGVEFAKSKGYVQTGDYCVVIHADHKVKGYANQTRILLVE
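ATP generated from ADP (0.1 mM) and PEP (0.5 mM) by 0.1 nM LmPK over 1 h at room temperature (pH 7.2 imidazole buffer) was detected by coupled luciferase luminescence. Values were normalized to uninhibited and no-enzyme wells.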
HCV inh – qHTS Assay for Inhibitors of Hepatitis C Virus (HCV); Huh7.5.1 HCVcc-Cre infection, luciferase reporter, 44 h; Potency, µM (highest dose often 41.8 µM), for inactives: top-dose activity change, negative = inhibition, hits mostly inhibitors; 340,000 tested, 3.4% active; further: potency means the concentration at half of the fitted maximal effect; on the % scale 0 is the no-effect control and ±100 the full control effect
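Reporter virus HCVcc-Cre (~0.5 moi) infects cells exposed to compound; seeding density 1,000 cells/well with 4 h settling beforehand. Luminescence, 15 sec read, taken 44 h post-infection following a 15 min RT substrate incubation.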
Shiga inhibitor – A qHTS for Small Molecule Inhibitors of Shiga Toxin. 290,000 tested, 9.2% active. Vero cells, Shiga toxin protein synthesis inhibition reporter. inhibition, % at 38.7 µM; in the data active means inhibition mostly above about 28%, no sharp cut-off; inactive means mostly below about 43%; further: 0% is about no effect
Tb PYK inh – qHTS of Trypanosoma Brucei Inhibitors | TbPYK enzyme, Kinase-Glo Plus ATP luminescence, 45 min | 410,000 tested, 0.12% active | pyruvate kinase (Trypanosoma brucei), Q57TT1 | Potency, µM (titrated, usually from 76.8 µM), inactives show at the highest dose activity, negative = inhibition, actives largely listed as inhibitors | AID 624173, 2012; further: potency means the concentration at half of the fitted maximal effect; on the % scale 0 is the no-effect control and ±100 the full control effect; nearly all actives have a fitted effect of over 50% in size
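Enzyme and substrate buffer are dispensed first and compound is pin-transferred. ADP at 130 uM final then starts the reaction, which runs 45 min at room temperature. Detection reagent is added for 10 min before luminescence is imaged.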
Cycloheximide cs – Cycloheximide Counterscreen for Small Molecule Inhibitors of Shiga Toxin | AID 2314, 2010 | cell reporter, cycloheximide protein synthesis inhibition counterscreen | 300,000 tested, 12% active | max response, %; in the data active means max response mostly above about 13%, no sharp cut-off; inactive means mostly below about 14%; further: read at 38.3 µM for the half of the compounds with a filed dose; 0% is about no effect
Starred values were filed as active, the others as inactive; ? = inconclusive; nt = no result given; & = joins results of further samples; [ ] = another dose, or the depositor's remark. Unless noted, the call rests on the fitted dose curve; in most records, active means well fitted curve in the direction sought with a large enough effect; inconclusive means small, poorly fitted or top-dose-only effect, or another doubt; inactive means no such curve, though single readings can be large; an effect the other way counts as inactive or inconclusive.

SMILES	Pf growth 96h	Pf growth 48h	LmPK inhibitor	HCV inh	Shiga inhibitor	Tb PYK inh	Cycloheximide cs
COc1ccc(/C(C)=N/N=C2/NC(=O)CC(C(=O)O)S2)cc1F (configuration not stated)	18%	2%	0%	11%	-7	-7%	-3
C/C(CC(=O)Nc1ccc(Cl)c(C(F)(F)F)c1)=N\NC(=O)c1cc2ccccc2cc1O	?	?	-2%	-25%	-7	2%	13*
CCN1CCN(Cc2ccc(NC(=O)Nc3ccccc3OC)cc2)CC1	-11%	45%[activator]	-1%	?	10*	2%	35*
O=C(CNc1ccc2ccccc2c1)N/N=C/c1cc2ccccc2nc1Cl	16%	?	-1%	-19%	32	1%	9
Cc1ccccc1NC(=S)N1CCCC1	?	4%	1%	16%	-5	-3%	-4
CCc1ccc(S(=O)(=O)NC2CCCCNC2=O)cc1 (configuration not stated)	0%	27%	-1%	4%	-11	-4%	-1
COC(=O)CS(=O)(=O)c1ccsc1C(=O)Nc1ccc(F)cc1	108%[activator]	34%	1%	17%	15	5%	5
CCOC(=O)CC1=C(C(=O)OCC)C2(C(=O)N1CC(=O)OC)C(C#N)=C(N)Oc1ccccc12 (configuration not stated)	-16%	-18%	1%	-14%	-9	-4%	1
CCN(CC)CCn1c(SCC(=O)Nc2ccc(F)cc2)nc2c(sc3ccccc32)c1=O	?	9.3µM*	5%	nt	5	nt	0
CCOC(=O)CC(=O)Nc1nnc(CC(C)C)s1	?	-12%	0%	14%	-14	-5%	2
Cn1nc(-c2ccccc2)c(C(=O)NCC(=O)O)c1Cl	42%[activator]	36%[activator]	1%	4%	-9	-15%	-3
Cc1cc(C(=O)NCC(=O)OCC(=O)N(C(C)C)C(C)C)ccc1[N+](=O)[O-]	29%	5%	-1%	12%	-8	-5%	-2
Cc1ccc(NC(=O)CN(C)C(=O)c2cccc(S(=O)(=O)NCc3cccs3)c2)cc1	-11%	?	nt	-1%	nt	1%	nt
CCCCCC(=O)NC(=S)Nc1ccc(Cl)cn1	0%	10%	-3%	0%	18	1%	18
Cc1nnc(NC(=O)CSc2nnc(C(C)NC(=O)c3ccccc3F)n2C)s1 (configuration not stated)	-1%	-4%	1%	14%	-6	2%	-3
Cc1cc(NC(=O)C(C)SCC(=O)OC(C)C(=O)Nc2ccccc2C)no1 (configuration not stated)	51%[activator]	?	-4%	11%	2	2%	-2
O=C(Nc1ccc(N2CCOCC2)cc1)c1ccc(Cl)nc1	nt	3%	-11%	13%	-13	-9%	-1
O=C(N/N=C/c1cnc(N2CCOCC2)s1)c1ccccc1	-6%	39%[activator]	-2%	20%	37	1%	20*
O=C(COC(=O)c1ccc(Br)cc1)NCCc1ccccc1	34%[activator]	2%	2%	29%	12	1%	-3
COc1ccc(CCNC(=O)CCC(=O)N2CCOc3ccccc32)cc1OC	-6%	-6%	-3%	-1%	-2	-5%	0
O=C(N/N=C/c1ccc(-c2ccc([N+](=O)[O-])cc2)o1)C(O)c1ccccc1 (configuration not stated)	-5%	-2%	3%	?	13	-5%	0
S=c1[nH]nc(-c2ccccn2)n1/N=C/c1c(Cl)cccc1Cl	-10%	0%	16%	10%	-3	-41%	-1
COc1cccc(C(=O)N2CCN(Cc3cccc(F)c3)CC2)c1	?	16%	-2%	-2%	-2	8%	0
Cc1ccc(NC(=O)CN2C(=O)NC(Cc3c[nH]c4ccccc34)C2=O)cc1 (configuration not stated)	?	?	nt	-13%	nt	2%	nt
N#C/C(=C\c1ccc(OCC(N)=O)cc1)c1ccccc1	12%	88%[activator]	-6%	?	88*	-5%	39*
Cc1cc(C)c(C)c(S(=O)(=O)NC(C(=O)NCCc2ccco2)C(C)C)c1C (configuration not stated)	?	?	nt	5%	nt	0%	nt
Nc1nnn(CC(=O)N/N=C/c2ccc(Cl)cc2Cl)n1	14%	52%[activator]	-1%	7%	17	5%	5
Cc1cc(C)cc(OCC(=O)OCC(=O)Nc2c(C)n(C)n(-c3ccccc3)c2=O)c1	12%	11%	5%	1µM*	26	9%	8
COc1ccc(CNC(=O)C2CCCN(c3nc4ccccc4o3)C2)c(OC)c1 (configuration not stated)	0%	?	5%	-18%	-13	-6%	2
CCCCOc1ccc(CCC(=O)N/N=C/c2ccco2)cc1	-22%	?	5%	-18%	11	5%	12*
O=C(COC(=O)CCOc1ccccc1)Nc1ncc(Cl)cc1Cl	9%	9%	-1%	16%	-7	-5%	-4
O=C1NC(c2ccccc2)C(C(=O)c2cccs2)C(O)(C(F)(F)F)N1 (configuration not stated)	-12%	-5%	6%	25%	25	-8%	10
Cc1ccc(N2C(=O)C(NC(=O)c3c(F)cccc3F)(C(F)(F)F)C3=C2CC(C)(C)CC3=O)cc1 (configuration not stated)	?	-29%	2%	-5%	13	-13%	-5
COC(=O)C1=C(N)Oc2cc(C)oc(=O)c2C12C(=O)Nc1ccccc12 (configuration not stated)	-44%[1.15 µM]	19%	0%	-3%	-5	-15%	8
O=C(CSc1nnc(-c2ccc(Cl)cc2)o1)N1CCN(c2ccccc2)CC1	-20%	12%	2%	-5%	-5	nt	-5
O=C(NC1CCCc2ccccc21)C1CCN(c2c3c(nc4ncnn24)CCC3)CC1 (configuration not stated)	-22%	?	-4%	-5%	-5	3%	-3
O=C(Nc1ccc(S(=O)(=O)N2CCCCCC2)cc1)c1ccco1	?	?	-1%	-26%	40*	-1%	23*
Cc1cc(-c2nc(-c3ccncc3)no2)ccc1[N+](=O)[O-]	20%	nt	-6%	-22%	88*	-6%	33*
COc1cc(OC)c(C2CC(=O)N3CN(C)CSC3=C2C#N)cc1OC (configuration not stated)	?	nt	?	3%	-8	?	-1
O=c1c2ccccc2nc(/C=C/c2ccccn2)n1-c1ccccc1	0%	?	0%	-3%	-6	5%	1

Profiles as entered above. Order of values: Pf growth 96h, Pf growth 48h, LmPK inhibitor, HCV inh, Shiga inhibitor, Tb PYK inh, Cycloheximide cs
Record of O=C(COC(=O)CCOc1ccccc1)Nc1ncc(Cl)cc1Cl = 9%, 9%, -1%, 16%, -7, -5%, -4
Record of COC(=O)C1=C(N)Oc2cc(C)oc(=O)c2C12C(=O)Nc1ccccc12 (configuration not stated) = -44%[1.15 µM], 19%, 0%, -3%, -5, -15%, 8
Record of O=C(CSc1nnc(-c2ccc(Cl)cc2)o1)N1CCN(c2ccccc2)CC1 = -20%, 12%, 2%, -5%, -5, nt, -5
Record of COc1cc(OC)c(C2CC(=O)N3CN(C)CSC3=C2C#N)cc1OC (configuration not stated) = ?, nt, ?, 3%, -8, ?, -1
Record of Cc1cc(-c2nc(-c3ccncc3)no2)ccc1[N+](=O)[O-] = 20%, nt, -6%, -22%, 88*, -6%, 33*

The list goes on.
SMILES	Pf growth 96h	Pf growth 48h	LmPK inhibitor	HCV inh	Shiga inhibitor	Tb PYK inh	Cycloheximide cs
COc1ccccc1C(=O)NC(=O)COC(=O)c1ccc(NC(=O)CC#N)cc1	-8%	3%	nt	-15%	nt	-3%	nt
CCOC(=O)CN(C)Cc1c[nH]c2ccccc12	nt	?	-3%	-11%	44	nt	1
C=CCN(c1ccccc1)S(=O)(=O)c1cccc(C(=O)OCC(=O)NC2CC2)c1	?	?	-5%	-25%	19	6%	6
CCCc1cc(=O)[nH]c(SCCCCN2C(=O)c3ccccc3C2=O)n1	33%[5.75 µM]	11%	3%	-10%	10	3%	5
CCCOc1nc2c(c(=O)n(C)c(=O)n2C)n1Cc1cccc2ccccc12	nt	13µM*	5%	?	-1	-1%	-5
CCN(CC)S(=O)(=O)c1cccc(C(=O)OCC(=O)Nc2ccc3c(c2)c2ccccc2n3CC)c1	-10%	-1%	0%	?	15	-7%	-4
Cc1ccc(S(=O)(=O)NCC(=O)NC2CCCC2)cc1	37%[activator]	?	-7%	nt	3	8%	-1
CCOc1ccc(-c2noc(CCC(N)=O)n2)cc1OCC	-19%	-28%	1%	0%	-8	11%	5
CC(OC(=O)CC1CC2CCC1C2)C(=O)Nc1ccc(C(N)=O)cc1 (configuration not stated)	1%	-20%	nt	1%	nt	0%	nt
Cc1occc1-c1nnc(SC(C)C(=O)Nc2ccccc2F)o1 (configuration not stated)	-45%	66%[activator]	nt	-11%	nt	-6%	nt
CCCSc1ncnc2sc(C)c(C)c12	-29%	-7%	-3%	?	27	-4%	8
CCOC(=O)Cc1csc(NC(=O)Cc2cccs2)n1	nt	13%	2%	-5%	2	nt	-3
Cc1noc(NS(=O)(=O)c2ccc(N/C=C\C(=O)c3ccc4c(c3)OCO4)cc2)c1C	?	51%[activator]	-2%	28%	72*	-2%	37*
CCC1(C)Cc2[nH]c(=O)c(C#N)cc2CO1 (configuration not stated)	?	-19%	0%	?	-23	-2%	0
CC1(C)COC(c2cccc(C3=NC(C)(C)CO3)n2)=N1	19%	12%	3%	19%	14	0%	6
Cc1ccc(NC(=O)Nc2ncnc3nc[nH]c23)cc1	146%[activator]	25%	-8%	-11%	41*	-10%	22*
Cc1onc(-c2ccccc2Cl)c1NC(=O)NCc1cccs1	?	?	7%	24%	27	1%	-2
CC1CCCC(C)N1CCCNC(=O)c1csc2c1CCCCC2 (configuration not stated)	3%	16%	-10%	-26%	-12	4%	-5
COC(=O)c1cccc(S(=O)(=O)N2CCC(NC(=O)Nc3cccc(F)c3)CC2)c1	-15%	-8%	5%	9%	3	1%	-6
COC(=O)C1=C(C)N(CC2CC2)C(=NCc2cccc(Cl)c2)N[C@H]1c1ccccc1	?	?	-8%&0%	11%	-6&-11	0%	0&-6
NS(=O)(=O)c1ccc(CCNC(=O)COC(=O)/C=C/c2ccccc2Cl)cc1	34%[activator]	23%	6%[11.5 µM]	19%	14	0%	1
Cc1ccc(CN2CCNC(=O)C2CC(=O)N(Cc2c(C)nn(C)c2C)C2CC2)o1 (configuration not stated)	13%	39%[activator]	-6%	8%	13	1%	0
CC(NC(=O)c1cccnc1Sc1ccccc1)c1ccc(S(N)(=O)=O)cc1 (configuration not stated)	-22%	13%	-11%	16%	-25	2%	-1
Cc1cc(NC(NC(=O)c2ccco2)(C(F)(F)F)C(F)(F)F)no1	?	-1%	2%	-6%	-1	4%	13
C#CCNC(=O)C1=C[C@@H](c2csc3ccccc23)[C@H](CCCO)[C@@H](OCC)O1	?	?	3%	5%	-5	-3%	1
Cc1nc(C)n(CC(O)COc2ccc3c(c2)CCC3)n1 (configuration not stated)	?	10%	-6%	5%	-4	-16%	0
CCOc1ccc(-c2nc(CSCC(=O)NC3CC3)c(C)o2)cc1	23%	13µM*	5%	-26%	2	2%	22*
COc1cc(-c2nnc(SCc3ccccc3Cl)o2)cc(OC)c1OC	-7%	?	3%	?	1	2%	10
COc1ccc(OC)c2[nH]c(=O)c(CCNC(=O)CC(C)C)cc12	?	18%	1%	?	-1	-3%	-2

Rows were taken by chance; any-hit rate near 24%.
